Keap1 Nrf2 FP = disrupts human Keap1 binding to Nrf2 peptide. Keap1 Kelch-Nrf2 peptide fluorescence polarization, 1536-well. inhibition, % at 9.4 µM. 340,000 tested, 0.15% active; in the data active = inhibition above about 12%; inconclusive = no clear call, values can overlap the other calls; inactive = below about 7.3%;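 note: human Keap1 Kelch domain with fluorescein labeled Nrf2 9mer peptide probe; 0% = neutral control wells and 100% = peptide positive control; higher means more block of Keap1 binding to Nrf2 peptide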
C-LANA FP = inhibitors of KSHV LANA C-terminal domain DNA binding | MBP-C-LANA/FAM-LBS DNA binding, fluorescence polarization | 340,000 tested, 0.078% active | AID 504423 | inhibition, % at 9 µM;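 active = highest replicate inhibition at or above 60% at 9 µM, even if other replicates fall short; inactive = all replicates below 60% inhibition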;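 note: 0% = neutral control wells and 100% = 4 µM acridine orange control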
SR-BI DiI-HDL act = activators of SR-BI mediated HDL lipid uptake; AID 504775; activation, % at 12.5 µM; 320,000 tested, 0.096% active; CHO ldlA[mSR-BI] cells, DiI-HDL uptake fluorescence, 3 h; 100 = double the neutral-control signal;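 active = mean replicate activation of at least 60% and every replicate at or above 60%; inconclusive = mean or all-replicate condition met, but not both; inactive = mean below 60% and not all replicates reaching 60%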;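 note: 0% = median plate neutral-control signal and 100% = twice that signal; values of inactives mirror those of a sister screen read the other way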
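Material: SR-BI-overexpressing, LDLR-lacking CHO cells; schedule: compound exposure 3 h, 37 °C; reagent: DiI-labelled HDL at 10 µg/mL final; technique: bottom-read fluorescence, 550/595 nm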
NSD2 inh = inhibitors of human histone methyltransferase NSD2 | AID 743445 | inhibition, % at 12.5 µM | 310,000 tested, 0.54% active | NSD2 peptide methylation, AlphaScreen, 120 min; in the data active = inhibition above about 50%
Target sequence (O96028 whole entry, looked up): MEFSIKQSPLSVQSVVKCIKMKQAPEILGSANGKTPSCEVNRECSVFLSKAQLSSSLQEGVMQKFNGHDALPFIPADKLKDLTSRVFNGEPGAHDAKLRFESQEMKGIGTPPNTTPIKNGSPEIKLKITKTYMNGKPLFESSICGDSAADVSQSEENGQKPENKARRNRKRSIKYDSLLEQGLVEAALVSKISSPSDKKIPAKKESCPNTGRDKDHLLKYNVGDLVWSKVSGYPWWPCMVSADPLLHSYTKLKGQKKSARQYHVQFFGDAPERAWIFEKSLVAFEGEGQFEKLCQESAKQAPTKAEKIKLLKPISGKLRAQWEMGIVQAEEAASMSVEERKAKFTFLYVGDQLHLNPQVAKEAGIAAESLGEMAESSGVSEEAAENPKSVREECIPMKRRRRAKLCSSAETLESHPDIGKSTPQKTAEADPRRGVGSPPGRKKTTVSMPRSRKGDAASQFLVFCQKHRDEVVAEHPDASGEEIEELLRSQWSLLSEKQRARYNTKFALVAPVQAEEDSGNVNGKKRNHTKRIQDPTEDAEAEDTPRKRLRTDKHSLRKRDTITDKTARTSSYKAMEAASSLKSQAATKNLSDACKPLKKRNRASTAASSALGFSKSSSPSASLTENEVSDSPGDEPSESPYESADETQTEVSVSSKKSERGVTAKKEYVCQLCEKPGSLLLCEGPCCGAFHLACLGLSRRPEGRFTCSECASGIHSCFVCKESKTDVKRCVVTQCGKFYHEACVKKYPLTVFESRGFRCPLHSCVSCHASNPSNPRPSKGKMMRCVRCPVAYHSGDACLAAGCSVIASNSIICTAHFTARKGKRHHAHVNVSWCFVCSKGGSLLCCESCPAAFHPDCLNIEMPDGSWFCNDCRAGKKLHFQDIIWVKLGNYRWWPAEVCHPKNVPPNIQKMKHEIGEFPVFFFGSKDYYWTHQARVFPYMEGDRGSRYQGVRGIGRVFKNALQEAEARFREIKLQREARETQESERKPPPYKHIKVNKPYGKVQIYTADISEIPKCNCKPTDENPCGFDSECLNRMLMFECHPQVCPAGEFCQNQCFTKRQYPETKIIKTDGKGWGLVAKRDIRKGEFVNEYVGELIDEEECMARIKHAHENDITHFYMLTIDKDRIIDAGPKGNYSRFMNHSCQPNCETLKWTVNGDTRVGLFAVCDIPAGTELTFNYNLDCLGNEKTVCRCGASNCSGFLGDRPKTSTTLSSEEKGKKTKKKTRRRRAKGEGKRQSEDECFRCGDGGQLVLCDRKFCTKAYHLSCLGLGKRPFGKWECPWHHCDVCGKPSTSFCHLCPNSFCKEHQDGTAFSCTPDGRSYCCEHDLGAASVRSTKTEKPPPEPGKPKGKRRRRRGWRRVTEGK
Arrestin-AP2 inh = blocks beta-arrestin peptide binding to AP2 adaptin | FITC-arrestin peptide / GST-AP2 beads, flow cytometry; AP2 beta2 appendage carries R879A mutation | inhibition, % at 10 µM | 340,000 tested, 0.31% active | AID 504490;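 active = inhibition above a set limit, near 3 SD of compounds lacking own fluorescence, cut at about 54% in these data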;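 note: plate controls were DMSO wells for no effect and 5 µM unlabelled arrestin peptide for full effect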
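Assay system: GST-AP2 R879A bound to glutathione beads, E. coli-expressed; Medium: PBS with 0.05% Tween 20 and 0.1% BSA; Also added: fluorescein-tagged arrestin peptide at 50 nM final; Timing: 12 min plus 1 h, RT; Measured by: flow cytometry, FL1 (488/535 nm); Evaluation: percent drop in bead-associated FITC signal.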
PKA-R2B act = PKA-R2B complex activation. P22694+P31323. PKA-R2B holoenzyme dissociation, Cy5-IP20 fluorescence polarization; R2B truncated from residue 108, S112A mutant; 0% DMSO only, 100% 113 µM cGMP. activation, % at 11.4 µM. 340,000 tested, 0.079% active;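 active = activation above a cutoff set at the mean over all compounds plus 3 SD, cut at about 18% in these data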;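 note: higher means more holoenzyme dissociation and a rise in polarization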
Cardiac RTF inh = cardiac RTF calcium desensitization; P19429+P45379; IANBD-labeled cardiac RTF, Ca2+ fluorescence; inhibition, % at 7.15 µM; 340,000 tested, 0.12% active; AID 493244;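 active = inhibition above the mean inhibition of all tested compounds plus 3 SD, cut at about 17% in these data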;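 note: assay run at fixed EC70 calcium of 1.6 mM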
SR-BI DiI inh = inhibitors of mouse SR-BI mediated HDL lipid uptake. ldlA[mSR-BI] CHO cells, DiI-HDL uptake fluorescence, 3 h. inhibition, % at 12.5 µM. 320,000 tested, 0.96% active. Q61009. AID 488896;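 active = mean replicate inhibition of at least 70% and a set share of replicates each scoring 70 or more; inconclusive = meets just one of the two criteria; inactive = fails both criteria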;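 note: 0% = median of neutral control wells and 100% = median of positive control wells; values of inactives mirror those of a sister screen read the other way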
DAGLB inhibitor = diacylglycerol lipase beta (human) inhibition; inhibition, % at 5.17 µM; HEK293T DAGLB membrane lysate, EnzChek fluorogenic substrate; Q8NCG7; 340,000 tested, 0.059% active; in the data active = inhibition above about 34%;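 note: 0% = enzyme with vehicle and 100% = wells lacking enzyme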
PvdQ acylase = P. aeruginosa PvdQ acylase inhibition; inhibition, % at 10 µM; purified PvdQ acylase, fluorescence plate reader; 340,000 tested, 0.063% active; AID 488965; in the data active = inhibition above about 30%, passing the limit was not always enough; inconclusive = no clear call, values can overlap the other calls;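 note: 0% = vehicle neutral wells and 100% = reference inhibitor wells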
* marks the source's active call; other numbers are inactive results; ? = inconclusive; · = not tested or not shown.

SMILES	Keap1 Nrf2 FP	C-LANA FP	SR-BI DiI-HDL act	NSD2 inh	Arrestin-AP2 inh	PKA-R2B act	Cardiac RTF inh	SR-BI DiI inh	DAGLB inhibitor	PvdQ acylase
Cc1cc2ccccn2c1C(=O)c1cccc(S(=O)(=O)N2CCOCC2)c1	5	0.2	-13	3	7	9	-1	13	0	3
CCOC(=O)/C=C/C(=O)Nc1ccccc1C(=O)NC1CCCCC1	0	-2.1	-5	-1	1	-9	0	5	-4	16
Cc1ccc(C)c(S(=O)(=O)N2CCCC2CNC(=O)c2ccc([N+](=O)[O-])cc2)c1 (configuration not stated)	-4	1.5	-14	1	22	-4	4	14	-3	4
O=C(CCC1CCN(C(=O)c2ccco2)CC1)NCc1ccc(F)cc1	-2	1.6	18	-2	-5	-6	2	-18	1	-14
Cc1c(NC(=O)c2ccccc2)cccc1[N+](=O)[O-]	1	1.3	5	-1	30	-2	7	-5	0	2
Cc1cc(C(=O)N2CCCC(N3CCN(c4cccc(Cl)c4)CC3)C2)nc(C)n1 (configuration not stated)	-2	-0.5	·	-1	8	-7	-11	-28	-2	-12
Cc1c(C(=O)C(=O)N2CCN(C)CC2)c2ccccc2n1C	3	-0.6	10	0	36	-9	0	-10	-3	5
C=CCn1c(SCC(=O)NCCOC)nnc1-c1cc2c(s1)CCC(CC)C2 (configuration not stated)	4	-0.2	-32	·	-5	-7	7	32	3	-8
S=C(c1ccc2c(c1)OCO2)N1CCCCCC1	0	-3.4	18	-1	8	-1	-8	-18	-2	0
Cc1ccc(C(C#N)c2ccc(C(=O)c3ccc(F)cc3)cc2)cc1 (configuration not stated)	-2	-0.6	·	3	-11	-4	-8	·	-16	-12
CCn1c(SCC(=O)Nc2ccccc2N2CCOCC2)nnc1-c1ccccc1	0	-1.6	-23	0	20	-6	2	23	-1	-3
COc1ccc(/C=N/NC(=O)CSCC(=O)Nc2ccccc2)cc1	0	1.1	-5	1	35	-5	-5	5	-1	13
CS(=O)(=O)c1ccc2nc(NC(=O)c3ccccc3Cl)sc2c1	-1	-2.2	-53	0	-3	-3	-3	53	-1	-10
Cc1cccc(CN2CCN(CC(=O)N3CCCC3)C2=O)c1	-1	0.9	12	-2	7	-1	-8	-12	0	-12
COc1cc2ccccc2cc1C(=O)N(CCN(C)C)c1nc2c(OC)ccc(OC)c2s1	-9	1.1	-20	28	5	-4	0	20	1	-11
O=C(Nc1ccncc1)c1cccc(S(=O)(=O)N2CCOCC2)c1	1	-0.7	29	22	-4	-2	0	-29	0	-3
O=C(COC(=O)CCc1c[nH]c2ccccc12)NC(c1ccccc1)c1ccccc1	1	-0.2	5	0	-4	-14	-8	-5	-1	0
CCOC(=O)N1CCN(C(=O)COC(=O)c2ccc(O)cc2O)CC1	2	0.6	18	0	-3	-10	4	-18	1	-1
O=S(=O)(c1ccc(C2CCCCC2)cc1)N1CCN(c2ncccn2)CC1	-2	-0.9	7	-3	5	-4	-3	-7	-1	4
Cc1cn(CC(=O)NCCNc2ccc([N+](=O)[O-])cn2)c(=O)[nH]c1=O	-2	1.4	4	·	-8	10	-1	-4	-4	-10
Cc1ccc(NC(=O)Cc2sc(C)nc2-c2ccc(C)cc2)cc1	-3	-1.4	35	5	-8	5	-1	-35	-7	-9
O=C(O)CCS(=O)(=O)Cc1ccccc1Cl	1	-0.2	4	0	-3	-4	-3	-4	-1	-12
CC(C)CN1C(Nc2ccccc2)=NC[C@@H]1C	2	0.5	0	·	-6	6	3	0	4	-10
CN1CCc2c(sc3c2C(=O)NC(/C=C/c2ccco2)N3)C1 (configuration not stated)	-7	2.5	1	4	-24	3	-15	-1	1	-13
CCCCCCc1cc2cc(C(=O)Nc3ccccc3)c(=O)oc2cc1O	3	0.6	2	-2	-6	-1	-10	-2	-2	-7
CCCCC(=O)Nc1ccc(C)c(O)c1	-6	0.2	-6	0	-7	-13	-3	6	2	-10
O=C1C(Cl)=C(NCCN2CCCCC2)C(=O)c2ccccc21	-1	0.5	-6	58*	2	4	-9	6	2	-11
O=C(CN(CC1CCCO1)C(=O)CNS(=O)(=O)c1ccccc1)NCc1ccc(F)cc1 (configuration not stated)	-2	-0.6	8	-4	5	-5	11	-8	-2	-1
Cc1cccc(NC(=O)C2CCN(S(=O)(=O)c3c(C)c(C)cc(C)c3C)CC2)n1	-4	1.0	-73	0	-7	-11	-4	73*	-6	-7
O=C(NN=C1CCCCCC1)c1cc2ccccc2cc1O	2	1.6	-17	6	-10	0	-17	17	-5	-17
O=C(N(c1ccccn1)c1ccccn1)C12CC3CC(CC(Cl)(C3)C1)C2	-4	-0.8	·	1	50	-4	0	·	1	1
CC(C)C(=O)N1CCC2(CC1)Oc1ccc(Cl)cc1C(=O)C21CC(c2ccccc2)=NO1 (configuration not stated)	-4	-0.6	-17	·	0	-7	-1	17	-5	-5
CC(=O)c1cccc(NC(=O)CSCc2ccc(Br)cc2)c1	0	3.1	33	-2	-3	5	-9	-33	-3	-9
CCC(C(=O)OC)n1cnc2c(nnn2-c2ccc(C)cc2)c1=O (configuration not stated)	-3	1.6	-7	·	4	1	1	7	-1	17
Cc1ccc(-c2cc(-c3ccccc3)c3c(N)c(S(C)(=O)=O)sc3n2)cc1	-1	0.0	-58	·	19	0	-8	58	-2	-5
CC(C)CN1CCN(Cc2cccn2-c2cccnc2)CC1CCO (configuration not stated)	0	0.7	4	8	-18	-2	-1	-4	2	-14
CCOc1ccc(N=c2scc(-c3ccc(OC)cc3)n2CCO)cc1	-1	-0.1	-29	5	21	8	-11	29	-7	-4
CCN(CC)c1cc(Oc2ccccc2)ncn1	-2	0.1	-9	2	-10	4	-8	9	0	-4
O=c1oc2cc(S(=O)(=O)NCCCO)ccc2c2ccc(S(=O)(=O)NCCCO)cc12	-2	-0.4	-6	·	-49	-5	-12	6	-1	-5
O=S(=O)(c1ccc(NC(=S)NC2CC2)cc1)N1CCOCC1	-3	-1.3	29	0	14	-6	-6	-29	1	-4

3 structures from above, sorted by length of the SMILES, smallest number first.
SMILES	Keap1 Nrf2 FP	C-LANA FP	SR-BI DiI-HDL act	NSD2 inh	Arrestin-AP2 inh	PKA-R2B act	Cardiac RTF inh	SR-BI DiI inh	DAGLB inhibitor	PvdQ acylase
CCCCC(=O)Nc1ccc(C)c(O)c1	-6	0.2	-6	0	-7	-13	-3	6	2	-10
O=C(O)CCS(=O)(=O)Cc1ccccc1Cl	1	-0.2	4	0	-3	-4	-3	-4	-1	-12
Cc1ccc(-c2cc(-c3ccccc3)c3c(N)c(S(C)(=O)=O)sc3n2)cc1	-1	0.0	-58	·	19	0	-8	58	-2	-5

A different layout for some results above.
Sequence of screens: Keap1 Nrf2 FP, C-LANA FP, SR-BI DiI-HDL act, NSD2 inh, Arrestin-AP2 inh, PKA-R2B act, Cardiac RTF inh, SR-BI DiI inh, DAGLB inhibitor, PvdQ acylase
Cc1cccc(NC(=O)C2CCN(S(=O)(=O)c3c(C)c(C)cc(C)c3C)CC2)n1
→ -4, 1.0, -73, 0, -7, -11, -4, 73*, -6, -7
O=C(CN(CC1CCCO1)C(=O)CNS(=O)(=O)c1ccccc1)NCc1ccc(F)cc1 (configuration not stated)
→ -2, -0.6, 8, -4, 5, -5, 11, -8, -2, -1
CCCCC(=O)Nc1ccc(C)c(O)c1
→ -6, 0.2, -6, 0, -7, -13, -3, 6, 2, -10
CC(=O)c1cccc(NC(=O)CSCc2ccc(Br)cc2)c1
→ 0, 3.1, 33, -2, -3, 5, -9, -33, -3, -9

In the list so far, these contain a furan ring, fused or not.
SMILES	Keap1 Nrf2 FP	C-LANA FP	SR-BI DiI-HDL act	NSD2 inh	Arrestin-AP2 inh	PKA-R2B act	Cardiac RTF inh	SR-BI DiI inh	DAGLB inhibitor	PvdQ acylase
O=C(CCC1CCN(C(=O)c2ccco2)CC1)NCc1ccc(F)cc1	-2	1.6	18	-2	-5	-6	2	-18	1	-14
CN1CCc2c(sc3c2C(=O)NC(/C=C/c2ccco2)N3)C1 (configuration not stated)	-7	2.5	1	4	-24	3	-15	-1	1	-13

Following part:
SMILES	Keap1 Nrf2 FP	C-LANA FP	SR-BI DiI-HDL act	NSD2 inh	Arrestin-AP2 inh	PKA-R2B act	Cardiac RTF inh	SR-BI DiI inh	DAGLB inhibitor	PvdQ acylase
O=C(/C=C/c1ccc(Cl)cc1Cl)n1cccn1	-2	1.2	-2	-2	36	-2	-4	2	1	6
CCOC(=O)Cc1csc(NC(=O)COc2ccc3ccccc3c2)n1	0	1.4	4	-7	7	-6	-6	-4	-4	-3
CCOC(=O)N1CCC(N2C(=O)c3ccc(C(=O)NCCC(C)C)cc3C2=O)CC1	0	1.3	-24	0	25	6	5	24	-1	0
Cc1ccc(OCC(=O)NNC(=O)CSc2ncc(C#N)c(N)n2)cc1	?	1.7	27	0	-6	-5	-11	-27	-1	-3
COCCSc1ccccc1C(=O)NCc1ccc(S(N)(=O)=O)cc1	-1	0.7	6	-1	1	-3	-8	-6	-1	-18
CC(C)(C)NC(=O)CN(CCN1CCOCC1)C(=O)CNS(=O)(=O)c1ccccc1	-4	-0.6	·	2	1	-7	1	·	-8	1
COc1ccc(OC)c(NC(=O)Cn2cc(C=O)c3ccccc32)c1	5	2.6	-32	8	-13	-1	-5	32	-3	-15
O=C(/C=C/c1cccs1)NCc1cccnc1	-4	-1.3	19	-1	1	-20	-33	-19	-4	12
COc1ccc(CC(=O)N[C@@H](CCSC)C(=O)N2CCC3(CC2)NCCc2[nH]cnc23)cc1	-2	0.1	16	·	-7	1	-1	-16	2	-12
COCCCC1CCN(C(=O)C2CCC(=O)N(CCc3ccccc3)C2)CC1 (configuration not stated)	-2	-0.2	1	-2	30	2	-1	-1	2	5
O=C(CSc1nc2ccccc2o1)NCC(=O)c1ccccc1	-1	-0.7	18	-1	13	-2	-1	-18	-3	-6
CCCSc1nc2c(c(=O)n1CC)SC(C)C2 (configuration not stated)	4	0.3	1	·	24	3	-1	-1	-6	7
C/C(CC(C)C)=N\Nc1ccc(S(N)(=O)=O)cc1[N+](=O)[O-]	1	0.4	-6	10	-17	8	6	6	14	-3
CCCC(=O)Nc1ccc(C(=O)NNC(=O)COc2ccc(Br)c(C)c2)cc1	0	0.3	7	6	20	-2	3	-7	1	5
Cc1cccc(C(=O)NC(=S)N(C)C2CCCCC2)c1	-6	0.3	-1	5	-10	-5	-7	1	-3	-9

Compound activity as filed in PubChem.
